Ub-GFP proteasome: proteasome inhibitors stabilizing ubiquitin-GFP reporter; Ubiquitin-GFP reporter cells, proteasome inhibition, GFP fluorescence; response scale: untreated = 0%, 10 µM MG-132 = 100%; 67,000 tested, under 10 active; Potency, µM (titrated, usually from 45.9 µM), for the others: at the top dose activation (GFP accumulation), hits mostly activators; active = well fitted activation curve with a large enough effect, not every such curve was filed as active; inconclusive = small, poorly fitted or top-dose-only effect, or another doubt; inactive = no such curve, though single readings can be large or run the other way; note: potency is the fitted concentration of half-maximal effect
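U2OS cells stably expressing ubiquitin(G76V)-GFP, seeded overnight in 0.5% FBS medium, were exposed to compounds (qHTS, 46 uM to 2.9 nM) for 4 hr at 37 °C. GFP-positive cells were counted by laser cytometry (488 ex/515 em), normalized between basal and 10 uM MG-132.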
CRE-bla Fsk: alters forskolin-stimulated CRE reporter signaling in CHO cells | CHO CRE-bla reporter (cAMP response element driving beta-lactamase), forskolin EC10, beta-lactamase ratio | 71,000 tested, 2.5% active | Potency, µM (highest dose often 38.2 µM), for the others: top-dose activity change, negative = inhibition, usual class: activators | AID 662; active = well fitted activation curve with a large enough effect in the signal ratio, with a control signal flat, not every such curve was filed as active; inconclusive = small, poorly fitted or top-dose-only effect, or effect the other way, or a change in a side signal; the % refers to the signal ratio; note: potency is the fitted concentration of half-maximal effect; % of control where 0% means no effect
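Forskolin analogue NKH 477 at EC10 stimulated CRE-driven beta-lactamase in CHO cells alongside compound dilution series. Beta-lactamase was measured with CCF4, excitation 405 nm, emission ratio 460/530 nm.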
Hsp90 Hop PPI: changes Hsp90-Hop TPR2A binding signal, up or down. AlphaScreen TPR2A-His6 binding biotin-Hsp90 C-terminal peptide. 71,000 tested, 0.44% active. Potency, µM (titrated, usually from 57 µM), inactives show top-dose activity change, negative = inhibition; active = well fitted curve in either direction with a large enough effect; inconclusive = small, poorly fitted or top-dose-only effect, or another doubt; note: potency is the fitted concentration of half-maximal effect; % is set by controls: 0 for no effect and ±100 for the full control effect; many of its hits are not listed in these tables
BRCT PPI green: BRCA1 BRCT-phosphoprotein interaction inhibition; Potency, µM (highest dose often 76.9 µM), for inactives: top-dose activity change, negative = inhibition, hits mostly inhibitors; BRCA1 BRCT-phosphopeptide binding, green fluorescence polarization; 75,000 tested, 0.05% active; AID 875;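 note: potency is the fitted concentration of half-maximal effect; plate controls were peptide without protein for full effect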
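Fluorescence polarization: His-tagged BRCT (~35 kDa BRCA1 C-terminus, 250 nM) bound to 100 nM fluorescein-labeled phosphorylated 10-aa BACH1 peptide, pH 7.3 phosphate buffer with DTT and Tween 20. Compounds incubated 12 min at room temperature; inhibition read as lowered polarization.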
A350 autofl: compound fluoresces in the Alexa 350 spectral region | Compound autofluorescence, 340/450 nm, Alexa 350 dye-equivalents; hits give high values | max dye-equivalent concentration, M | 59,000 tested, 11% active; in the data active = max dye-equivalent concentration above about 10 nM; inconclusive = mostly about 1.1 nM to 9.6 nM
HBB splicing: alters splicing of the hemoglobin beta chain | Potency, µM (doses to about 46.1 µM), for the others: at the highest dose activation, hits mostly activators | HBB splicing reporter cell assay, activation; EGFP reporter with mutant IVS2-654 intron; response scale: normalised to 500 nM splice-correcting PNA | 65,000 tested, 0.06% active; note: potency is the fitted concentration of half-maximal effect; 0% is about no effect
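Compounds were applied for 2 days to HeLa EGFP-654 cells, 500/well in Optimem with 2% FCS. The reporter's EGFP is disrupted by mis-splicing of beta-globin intron IVS2-654. Readout: summed well GFP fluorescence from 488 nm laser scanning; reference was 500 nM antisense […] 654 PNA.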
DNA Pol III inh: DNA polymerase III holoenzyme inhibition; reconstituted DNA polymerase III holoenzyme replication, biochemical; 71,000 tested, 0.25% active; Potency, µM (series often up to 57.1 µM), for the others: top-dose activity change, negative = inhibition; note: potency is the fitted concentration of half-maximal effect; % is set by controls: 0 for no effect and ±100 for the full control effect
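Reconstituted *E. coli* holoenzyme (0.35 nM Pol III, 1 nM beta, 154 nM SSB, 2 nM primase) was preincubated with compound for 15 min at RT. Synthesis on 1.4 nM ssM13Gori ran 35 min, then was stopped with PicoGreen/EDTA and read as dsDNA fluorescence.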
15-hLO inh: 15-hLO (ALOX15) enzyme inhibition. P16050. purified 15hLO-1, xylenol orange hydroperoxide absorbance. Potency, µM (doses to about 57.1 µM), for inactives: at the highest dose activity change, negative = inhibition, hits mostly inhibitors. 74,000 tested, 1.4% active. AID 887; note: potency is the fitted concentration of half-maximal effect; % is set by controls: 0 for no effect and ±100 for the full control effect; nearly all actives have a fitted effect of over 55% in size
Target sequence (P16050 whole entry, looked up): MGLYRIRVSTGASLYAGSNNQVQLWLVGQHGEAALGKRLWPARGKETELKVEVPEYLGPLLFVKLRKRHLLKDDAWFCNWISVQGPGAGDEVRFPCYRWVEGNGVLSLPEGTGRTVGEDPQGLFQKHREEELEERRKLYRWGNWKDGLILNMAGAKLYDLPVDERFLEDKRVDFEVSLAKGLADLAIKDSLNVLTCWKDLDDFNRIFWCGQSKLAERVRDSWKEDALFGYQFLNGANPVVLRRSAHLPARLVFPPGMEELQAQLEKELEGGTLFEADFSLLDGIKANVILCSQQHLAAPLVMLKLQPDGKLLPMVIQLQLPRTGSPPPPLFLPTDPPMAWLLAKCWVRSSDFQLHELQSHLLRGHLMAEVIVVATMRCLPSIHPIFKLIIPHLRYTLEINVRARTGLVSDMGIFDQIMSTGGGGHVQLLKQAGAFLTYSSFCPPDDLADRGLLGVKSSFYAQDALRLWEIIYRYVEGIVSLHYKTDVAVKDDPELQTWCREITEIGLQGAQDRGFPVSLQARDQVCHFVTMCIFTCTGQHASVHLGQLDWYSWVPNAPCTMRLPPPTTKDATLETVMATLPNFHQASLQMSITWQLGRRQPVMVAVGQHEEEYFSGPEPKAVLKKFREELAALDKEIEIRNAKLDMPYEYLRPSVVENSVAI
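40 nM 15hLO-1 + cpd, 15 min RT; start w/ 50 uM AA (final), 6 min RT; stop/detect w/ 200 uM XO + 300 uM Fe(II) in 50 mM H2SO4, 30 min; A573/A405. Buffer 25 mM Hepes pH 7.5, 0.01% Triton X-100. No-enzyme wells as negative control.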
4MU fluor: compounds fluorescent in 4-MU spectral region. 59,000 tested, 11% active. AID 589. max dye-equivalent concentration, M. compound autofluorescence, 340/450 nm, 4-MU equivalents; hits give high values; in the data active = max dye-equivalent concentration above about 10 nM; inconclusive = mostly about 1.1 nM to 9.6 nM
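Compounds in 100 mM Tris, pH 8.0, incubated 15 min at room temperature, then fluorescence read at 340 nm excitation/450 nm emission. Signal converted to 4-MU dye-equivalent concentration using an on-plate six-point 4-MU standard curve.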
BRCT inh red: inhibitors of human BRCA1 BRCT-phosphoprotein interaction (red fluorophore); AID 892; BRCT-phosphopeptide binding, red fluorescence polarization; Potency, µM (top dose mostly 76.9 µM), for the others: at the top dose activity change, negative = inhibition, hits mostly inhibitors; 75,000 tested, 0.03% active; note: % is set by controls: 0 for no effect and ±100 for the full control effect
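Fluorescence polarization: 100 nM His-tagged BRCA1 BRCT with 100 nM TAMRA-labelled phospho-BACH1 decapeptide, phosphate buffer pH 7.3 with 150 mM NaCl, DTT, 0.01% Tween 20; 12 min RT. Binding inhibition seen as FP decrease.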
GFP derepression: epigenetic modulators derepressing GFP locus in mouse cells; mouse C127i GFP locus derepression, cytometry, 30 h; Potency, µM (top dose mostly 46.1 µM), inactives show top-dose GFP derepression (activation); 68,000 tested, 0.09% active; AID 597; note: % of control where 0% means no effect
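Derepression screen: silenced CMV-GFP reporter in murine C127i cells, 30 h compound incubation at 37 C, washed cells imaged by laser-scanning cytometer to enumerate GFP-expressing objects of 20 to 120 um.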
* = called active by the depositor; i = inactive; ? = inconclusive; · = not tested or not shown; [ ] = another dose, or the depositor's remark. Unless noted, calls come from the whole dose curve; as a rule, active = well fitted curve in the direction sought with a large enough effect; inconclusive = small, poorly fitted or top-dose-only effect, or another doubt; inactive = no such curve, though single readings can be large; an effect the other way counts as inactive or inconclusive.

compound | DNA Pol III inh | A350 autofl | GFP derepression | BRCT PPI green | 4MU fluor | HBB splicing | CRE-bla Fsk | BRCT inh red | 15-hLO inh | Hsp90 Hop PPI | Ub-GFP proteasome
Brc1ccc(-c2nnc3sc(CNC4CCCC4)cn23)cc1 | -2% | · | · | -3.7% | · | 0.1% | -1% | -0.3% | 15% | -4%[2.3 µM] | -7%
CCc1ccc2[nH]c(=O)c(CN(CCN(CC)CC)C(=O)NC3CCCCC3)cc2c1 | -1% | ? | 1% | 0.0% | ? | · | -2% | 0.2% | -14% | -4% | -2%
COc1ccc(CCN2C(=O)CCC2(C)C(=O)NCc2cccnc2)cc1OC (configuration not stated) | -3% | i | 6% | -2.2% | i | -1.2% | 1% | -0.8% | 7% | 2% | -9%
Cn1cc(CNC(=O)Nc2ccc3c(c2)OCO3)cn1 | -1% | i | 4% | -1.4% | i | -0.7% | -2% | 0.2% | 6% | -2% | 1%
CC1CCCC(C)N1S(=O)(=O)c1ccc(NC(=O)c2ccccc2C(=O)N2CCOCC2)cc1 (configuration not stated) | -3% | i | 3% | -1.5% | i | -0.3% | 10% | -0.6% | -5% | -2% | 5%
c1ccc2[nH]c(SCc3cscn3)nc2c1 | -3% | ? | 0% | 1.7% | ? | -1.0% | 1% | -0.6% | 2% | -1% | -9%
N#CCCN(C(=O)Nc1ccc(Cl)cc1)c1ccccc1 | -1% | ? | 0% | 0.4% | ? | 3.0% | -2% | 0.2% | 1% | -2% | -2%
O=C(O)COc1ccc(Cl)cc1CO | -10% | i | -3% | -1.2% | i | -0.7% | -8% | -1.2% | -5% | -2% | -7%
Clc1cc(Cl)c2nc(N3CCCCC3)sc2c1 | 4% | i | 1% | -0.3% | i | 0.1% | 7% | -2.5% | ? | 22% | -3%
Cn1cc(-c2nc3cnc(Oc4ccccc4)nc3n(C3CC3)c2=O)c2ccccc21 | -8% | i | 3%[9.22 µM] | -0.5% | i | 0.2% | ? | 0.3% | 6% | -3% | 0%
COc1ccc(-c2cc(C(=O)N3CCN(C(c4ccccc4)c4ccccc4)CC3)no2)cc1 | -4% | i | -2% | -1.1% | i | 0.1% | ? | 0.2% | -5% | -2% | 6%
CCCCCCCNS(=O)(=O)c1cccc2c(Cl)cccc12 | 2% | · | -1% | 2.8% | · | · | ? | -0.4% | -17%[25.6 µM] | ? | -3%
Cc1noc(C)c1COC(=O)c1ccccc1Oc1ccccc1 | -1% | i | 0% | -1.7% | i | -0.3% | ? | 0.5% | 4% | 17% | -3%
CCCCNC(=O)c1c(C)cc(=O)oc1C | -7% | ? | -3% | -1.2% | ? | 5.9% | -17% | -0.2% | 2% | -1% | -2%
COC(=O)c1cccc(OCC(O)Cn2ccnc2)c1 (configuration not stated) | -1% | i | 0% | 0.0% | i | -0.4% | -1% | -0.4% | 12% | -7% | 11%
CCn1c(C)nc2c(=O)oc3ccccc3c21 | -3% | i | 3% | 3.0% | i | -0.3%[57.5 µM] | ? | -2.8% | -27% | 3% | -4%
Cc1cc(=O)oc(C)c1C(=O)O | -1% | i | 0% | -0.3% | i | 0.1%[57.5 µM] | 6% | -1.0% | 7% | -3% | -1%
COc1cccc(-c2nc3n(n2)C(c2ccccc2Cl)C(C(N)=O)=C(C)N3)c1 (configuration not stated) | -1% | · | -2% | 0.8% | · | 0.0% | 6% | 0.3% | -1% | -3% | 28%
O=C(CSCCNS(=O)(=O)c1ccccc1)Nc1ccccc1 | -4% | · | 5% | 1.1% | · | -2.1% | -4% | 0.1% | -2% | -2% | 5%
COc1ccc(S(=O)(=O)N2CCCC(C(=O)NCc3ccncc3)C2)cc1 (configuration not stated) | -6% | i | 4% | 0.6% | i | -0.2% | -15% | -0.2% | -5% | 1% | 0%

Profiles from above:
Cc1cc(=O)oc(C)c1C(=O)O as listed: DNA Pol III inh: -1%; A350 autofl: i; GFP derepression: 0%; BRCT PPI green: -0.3%; 4MU fluor: i; HBB splicing: 0.1%[57.5 µM]; CRE-bla Fsk: 6%; BRCT inh red: -1.0%; 15-hLO inh: 7%; Hsp90 Hop PPI: -3%; Ub-GFP proteasome: -1%
Clc1cc(Cl)c2nc(N3CCCCC3)sc2c1 as listed: DNA Pol III inh: 4%; A350 autofl: i; GFP derepression: 1%; BRCT PPI green: -0.3%; 4MU fluor: i; HBB splicing: 0.1%; CRE-bla Fsk: 7%; BRCT inh red: -2.5%; 15-hLO inh: ?; Hsp90 Hop PPI: 22%; Ub-GFP proteasome: -3%

The list goes on.
compound | DNA Pol III inh | A350 autofl | GFP derepression | BRCT PPI green | 4MU fluor | HBB splicing | CRE-bla Fsk | BRCT inh red | 15-hLO inh | Hsp90 Hop PPI | Ub-GFP proteasome
CC(CCc1ccccc1)NC(=O)CN1CCN(Cc2ccccc2)C1=O (configuration not stated) | -3% | i | 5% | -2.4% | i | 2.8% | ? | -0.5% | 5% | 2% | 5%
CC(=O)c1ccc(Nc2ncnc3c2oc2ccccc23)cc1 | -7% | 3.4e-08M* | 2% | 1.1% | 3.1e-08M* | 4.9%[0.369 µM] | ? | 0.5% | 16% | ? | 11%
C=CCOc1ccccc1OC[C@H](O)CNC(C)C | 1%[25.6 µM] | i | 3%[20.6 µM] | -0.3%[34.4 µM] | i | 4.0%[20.6 µM] | -5%[17.1 µM] | -2.0%[34.4 µM] | 3%[25.6 µM] | -1%[26 µM] | 3%[20.5 µM]
CC(=O)NCc1nc2ccccc2n1Cc1ccccc1C | -4% | · | · | -0.8% | · | 0.8% | -11% | -1.0% | -3% | -1% | 3%
CC#N | 0% | · | · | -2.6% | · | -1.0% | 9% | -0.3% | 6% | -1% | ·
COc1ccc(Nc2ncnc3c2cnn3-c2ccccc2)cc1OC | -2% | · | · | 0.9% | · | 0.0% | ? | 0.9% | 4% | 0% | 10%
COc1cc2c(C(=O)NCCCOC(C)C)cn(CC(C)C)c(=O)c2cc1OC | -6% | i | -4% | -0.6% | i | -0.5% | ? | -1.0% | -1% | -2% | 3%
C=CCNC(=O)Nc1ccc2oc(C)nc2c1 | -2% | i | 3% | -1.7% | i | -0.1% | 6% | -1.2% | 11% | -3% | 4%
CCc1ccc2[nH]c(=O)c(CN(CCCN3CCOCC3)C(=O)Nc3cccc(Cl)c3)cc2c1 | 2% | i | -1% | -0.6% | i | 0.6% | ? | -0.3% | ? | -7% | -4%
Clc1ccccc1-c1nn2c(Cn3cnc4ccccc43)nnc2s1 | -9% | ? | 0% | 8.2% | i | 0.0%[57.5 µM] | ? | -1.1% | -8% | -1% | -3%
O=S(=O)(Nc1nc2ccccc2[nH]1)c1ccc(Cl)cc1 | 2% | i | 3% | -0.4% | i | · | 5% | -0.5% | -10% | -3% | -4%
COc1ccc2nc3cc(Cl)ccc3c(Nc3ccc(O)c(CN4CCN(C)CC4)c3)c2c1 | 5µM* | 5e-08M* | 2%[9.22 µM] | -2.1%[15.4 µM] | 4.7e-08M* | -2.1%[9.22 µM] | ? | 1.4%[15.4 µM] | 9%[11.4 µM] | -1%[11 µM] | 9%[9.17 µM]
O=S(=O)(c1ccc(S(=O)(=O)N(Cc2ccco2)Cc2ccccc2Cl)cc1)N1CCCC1 | -1% | i | 1% | 0.1% | i | 2.7% | 0% | -0.8% | -4% | -1% | 0%
CCC(C)NC(=O)Cn1c(=O)n(CCCCC(=O)NCc2ccco2)c(=O)c2ccccc21 (configuration not stated) | -7% | i | -2% | 1.5% | i | -1.5% | 0% | 0.8% | 6% | -5% | 6%
COCC(=O)N1CCC2(CCCN(Cc3ccc(C#N)cc3)C2)CC1 | -3% | i | 0%[9.22 µM] | -1.5% | i | 2.8% | -3% | 0.8% | 8% | 0% | 3%
CC12C(=O)N(c3ccccn3)C(=O)C1C1C=CC2C1 (configuration not stated) | -2% | · | 1% | -1.2% | · | 0.9% | -1% | 0.6% | 6% | -3% | 3%
COc1c(Cl)cc(-c2noc(C)c2C(=O)NC(C)C)cc1Cl | -7% | · | 1% | -1.5% | · | -0.6% | -9% | -1.8% | 0% | 1% | -13%
CCOC(=O)C1CN(S(=O)(=O)c2ccc(C)cc2)CCN1S(=O)(=O)c1ccc(C)cc1 (configuration not stated) | 1% | i | 10% | -1.7% | i | 0.9% | ? | -1.6% | -4% | 1% | 10%
N#Cc1ccccc1NC(=O)COC(=O)c1ccc2c(c1)OCCO2 | -5% | i | -2% | -1.4% | i | 0.2%[57.5 µM] | -1% | -0.4% | 0% | -1% | 0%

Bioassay records deposited in PubChem BioAssay by National Center for Advancing Translational Sciences (NCATS).
